Source: PubChem (several laboratories)
WT yeast gro inh: growth inhibition of WT yeast, mitochondrial fusion screen; mitochondrial fusion phenotypic screen, WT strain; inhibition, % at 10 µM; actives 2.1% (n = 190,000); AID 1362; in the data active = inhibition above about 58%; tested in S. cerevisiae
TNAP activation fold: human TNAP enzyme activators, primary screen, biochemical, luminescent, no phosphate acceptor, uHTS (AID 1001) | purified TNAP, luminescent activation assay, no phosphate acceptor; higher activation fold means a stronger effect | activation fold at 20 µM; hits with a dose series show EC50 in µM | actives 0.03% (n = 200,000); in the data active = activation fold from about 3, or a potency from the dose series; inactive = the rest, 99 in 100 with activation fold below about 1.6; also: many of its hits are not listed in these tables
PMI inhibition: human PMI inhibitors, high substrate, primary screen, biochemical, fluorescence intensity, high mannose 6-phosphate (AID 1220); recombinant PMI enzyme, coupled fluorescence intensity; higher % means a stronger effect; inhibition, % at 20 µM, or IC50 in µM where a hit was titrated; actives 0.66% (n = 190,000)
P. falciparum M17LAP: P. falciparum M17LAP inhibitors, primary screen, biochemical, fluorogenic H-Leu-NHMec substrate, 1536-well (AID 1619); inhibition, % at 30 µM; hits with a dose series show IC50 in µM; recombinant M17LAP, H-Leu-NHMec fluorogenic kinetic assay; higher % means a stronger effect; actives 0.38% (n = 220,000);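 active = compound inhibiting the enzyme by more than half at any dose during confirmatory dose-response retesting; inconclusive = strong single-dose inhibitors picked by rank but not retested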;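 also: plate controls were full reaction with DMSO carrier for no effect and no enzyme background for full effect; strong numbers were not always called active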
XIAP displacement: XIAP antagonists, biochemical, IAP family, fluorescence polarization (AID 1018); actives 0.007% (n = 200,000); displacement, % at 20 µM; hits with a dose series show IC50 in µM; XIAP BIR domain, fluorescence polarization peptide displacement; higher % means a stronger effect; in the data active = displacement above about 50%; also: a part of the inactive calls stands beside numbers as strong as those of hits
Yfh1-off respiration: enhancers of respiration in Yfh1-depleted yeast, dose response, Friedreich's ataxia, plus single-dose screen (AID 1465); S. cerevisiae Yfh1-off respiration, WST-1 reduction, 72 h; higher fold induction means a stronger effect; fold induction at 50 µM; hits with a dose series show EC50 in µM; actives 0.074% (n = 220,000);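 active = fold induction of absorbance versus untreated yeast above a set limit, then at least 30% activation at any dose in follow-up; inconclusive = repeats straddling the limit, or above it without dose testing; inactive = fold induction below the set limit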;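 also: activators that raise dye reduction in frataxin-depleted yeast; strong numbers were not always called active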
LYP phosphatase: inhibitors of LYP phosphatase, biochemical, fluorescence intensity, uHTS (AID 1779); recombinant LYP phosphatase, fluorescence intensity; higher % means a stronger effect; inhibition, % at 11.5 µM; hits with a dose series show IC50 in µM; actives 0.054% (n = 290,000);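 also: plate controls were vehicle with enzyme for no effect and no enzyme for full effect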
M1AAP inhibition: malaria alanyl aminopeptidase activity blockers – biochemical, fluorogenic H-Leu-NHMec substrate, 1536-well (AID 1445) | recombinant M1AAP, H-Leu-NHMec fluorogenic kinetic assay; higher % means a stronger effect | inhibition, % at 30 µM; hits with a dose series show IC50 in µM | actives 0.42% (n = 220,000);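 active = primary inhibition above the hit cutoff, then over 50% inhibition at one or more dose response concentrations, cut at about 23% in these data, passing the limit was not always enough; inconclusive = conflicting primary data, or primary hits not chosen for dose response; inactive = low primary inhibition, or under 50% at every dose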;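 also: plate controls were DMSO full reaction for no effect and no enzyme background for full effect; strong numbers were not always called active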
human PMI inhibition: MPI enzyme activity inhibition – biochemical, fluorescence intensity, coupled assay, primary screen (AID 1209) | purified PMI enzyme, coupled fluorescence intensity; higher % means a stronger effect | inhibition, % at 20 µM; hits with a dose series show IC50 in µM | actives 0.42% (n = 190,000);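 also: plate controls were DMSO vehicle for no effect and wells lacking substrate for full effect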
WT yeast gro inh mutant strain: further read-out of WT yeast gro inh, marked with its call; inhibition, %; mitochondrial fusion phenotypic screen, mutant strain inhibition
* = called active by the depositor; i = inactive; ? = inconclusive; . = not tested or not shown. Rule as the data show it, unless noted: active = inhibition above about 50%; inactive = the rest. Rows were taken by chance (roughly 3.7% active in at least one column).

Start of the data: the first four entries, to show the layout:
SMILES	WT yeast gro inh	WT yeast gro inh mutant strain	TNAP activation fold	PMI inhibition	P. falciparum M17LAP	XIAP displacement	Yfh1-off respiration	LYP phosphatase	M1AAP inhibition	human PMI inhibition
COc1cccc(-c2nc(N3CCN(Cc4ccccc4)CC3)c3ccccc3n2)c1O	.	.	.	.	-1.5%	.	i	3.1%	2.9%	.
CC1(C(=O)NNC(=O)c2ccc(=O)oc2)CC1Br (stereo not given)	.	.	.	.	-3.0%	.	i	-6.9%	12.1%	.
Nc1cnc(Nc2ccc(Br)cc2)nc1N	.	.	.	.	-2.1%	.	i	-2.4%	1.4%	.
O=C(Oc1cccc(-n2cnnn2)c1)c1ccco1	-18.1	-4.3	1	8.3%	2.1%	-5.8%	i	-4.3%	0.2%	11.4%

Main list, repeating the preview:
SMILES	WT yeast gro inh	WT yeast gro inh mutant strain	TNAP activation fold	PMI inhibition	P. falciparum M17LAP	XIAP displacement	Yfh1-off respiration	LYP phosphatase	M1AAP inhibition	human PMI inhibition
COc1cccc(-c2nc(N3CCN(Cc4ccccc4)CC3)c3ccccc3n2)c1O	.	.	.	.	-1.5%	.	i	3.1%	2.9%	.
CC1(C(=O)NNC(=O)c2ccc(=O)oc2)CC1Br (stereo not given)	.	.	.	.	-3.0%	.	i	-6.9%	12.1%	.
Nc1cnc(Nc2ccc(Br)cc2)nc1N	.	.	.	.	-2.1%	.	i	-2.4%	1.4%	.
O=C(Oc1cccc(-n2cnnn2)c1)c1ccco1	-18.1	-4.3	1	8.3%	2.1%	-5.8%	i	-4.3%	0.2%	11.4%
COc1ccc(C)cc1NC(=S)NNC(=O)c1ccccc1Cl	-7.0	-4.4	2.1	-7.2%	-8.5%	-6.0%	i	-2.9%	-6.7%	-6.9%
O=C(COC(=O)c1ccc2c(c1)S(=O)(=O)N=C1CCCCCN12)NCc1cccs1	.	.	.	.	-5.6%	.	i	-8.3%	-4.5%	.
Cc1ccc(Oc2ncccc2NC(=O)CCCC(=O)O)c2c1CCC2	.	.	.	.	-2.8%	.	i	-10.2%	4.9%	.
Cc1ccc(-c2csc(N3CCC(C(N)=O)(N4CCCCC4)CC3)n2)cc1	0.1	-2.8	1.2	6.0%	-7.9%	-0.6%	i	-5.4%	2.9%	4.2%
CCC1C(O)=C(c2ccccn2)C(=N)N1c1ccccc1 (stereo not given)	-1.5	8.2	1.1	16.4%	1.6%	-4.0%	i	-2.4%	2.3%	-5.0%
O=[N+]([O-])c1cccc(NC(=S)NCCc2ccccc2)c1	33.9	11.1	1	1.4%	0.2%	-12.7%	i	-5.8%	9.5%	10.2%
COCCNC(=O)CN(C(=O)CCC(=O)Nc1ccccn1)c1ccccc1F	-5.8	-4.0	1.1	-3.5%	9.8%	-4.7%	i	-1.9%	12.8%	4.1%
S=C(Nc1ccc2nccnc2c1)N1CCCC1	-5.3	3.1	1.1	35.6%	11.2%	-2.2%	i	-5.6%	1.3%	-23.2%
CNC(=O)c1ccsc1NC(=O)c1coc2ccccc2c1=O	0.5	11.4	1.1	0.4%	-2.4%	-4.4%	.	-2.8%	-0.1%	7.6%
NC(=O)CC(NC(=O)Cc1ccc(Br)cc1)c1ccc(N2CCN(c3ccc(F)cc3)CC2)c([N+](=O)[O-])c1 (stereo not given)	.	.	.	.	4.9%	.	i	-6.6%	6.4%	.
CC(=O)c1c(C)[nH]c(C(=O)NC(C)c2ccccc2)c1C (stereo not given)	19.2	4.0	1.1	-3.7%	-2.0%	-5.9%	i	-4.0%	-1.5%	-1.4%
COc1ccc(N/C=C(/C(C)=O)c2ccccc2)cc1	-5.4	-50.2	1.1	6.5%	-5.7%	-3.9%	i	-0.8%	4.5%	6.0%
Clc1ccc2c(c1)C(C1=NCCN1)c1ccccc1CS2 (stereo not given)	15.5	17.8	1.1	-7.0%	12.3%	-6.0%	i	-8.8%	6.1%	-6.4%
Cc1onc(-c2c(Cl)cccc2Cl)c1C(=O)ONC(=O)c1ccccc1	.	.	.	.	-1.1%	.	i	-8.4%	1.4%	.
CCN1CCCC1CNC(=O)C(=O)NCc1ccccc1 (stereo not given)	-14.0	-14.7	1.1	2.2%	-12.6%	-5.2%	.	-2.4%	-0.3%	-5.8%
Cc1ccc(-c2nc(-c3cccnc3)no2)cc1	9.1	9.9	1	-0.5%	1.2%	-6.1%	i	-4.3%	0.7%	9.3%
COCCC(=O)N1CCCC(C(=O)c2ccc(Oc3ccccc3)cc2)C1 (stereo not given)	-2.0	2.2	1.1	1.3%	-3.3%	-4.1%	i	-0.4%	1.7%	0.4%
COc1ccc(CCn2c(=O)[nH]c3cc(C(=O)NCCN4CCOCC4)ccc3c2=O)cc1OC	15.3	-4.2	1.1	0.2%	13.8%	-3.4%	.	-6.1%	2.3%	9.0%
COc1ccc(CSc2nnc(Cc3sc(-c4ccccc4)nc3-c3ccccc3)o2)cc1	-1.0	0.4	1.1	-1.7%	-1.4%	-0.2%	i	6.6%	10.2%	0.7%
O=C(N/N=C/c1ccccc1OC(=O)N1CCOCC1)c1cccs1	6.6	7.5	1	-20.4%	-0.3%	-4.8%	i	2.2%	-3.4%	-23.0%
O=C(Oc1cccc(Nc2ncnc3ccccc23)c1)c1cccnc1	-9.1	-7.9	1	20.1%	-4.4%	11.4%	i	-3.0%	?	-9.0%

The last two records of the part before open the next one:
SMILES	WT yeast gro inh	WT yeast gro inh mutant strain	TNAP activation fold	PMI inhibition	P. falciparum M17LAP	XIAP displacement	Yfh1-off respiration	LYP phosphatase	M1AAP inhibition	human PMI inhibition
O=C(N/N=C/c1ccccc1OC(=O)N1CCOCC1)c1cccs1	6.6	7.5	1	-20.4%	-0.3%	-4.8%	i	2.2%	-3.4%	-23.0%
O=C(Oc1cccc(Nc2ncnc3ccccc23)c1)c1cccnc1	-9.1	-7.9	1	20.1%	-4.4%	11.4%	i	-3.0%	?	-9.0%
C=CCOc1ccc2ccccc2c1CNCCCN1CCOCC1	64.2*	-8.8*	1.1	10.5%	8.5%	-0.8%	.	-6.0%	1.4%	5.5%
COc1ccc(NC(=O)CSc2nccn2C)c([N+](=O)[O-])c1	-6.1	3.2	1.1	-6.3%	-0.7%	-4.1%	i	-5.9%	-2.5%	1.2%
CCn1c(SCC(=O)N2CCCC(C)C2)nnc1-c1ccc(S(=O)(=O)N2CCN(C)CC2)cc1 (stereo not given)	12.5	13.1	1.1	-0.2%	-8.4%	-6.4%	i	-8.4%	2.9%	6.4%
N#C/C(=C/c1ccc(N2CCCCC2)o1)c1cccc(F)c1	21.1	21.8	1.1	14.3%	16.3%	0.2%	i	-2.1%	4.2%	18.8%
COC(=O)c1[nH]c(C)c(/C(O)=C2\C(=O)C(=O)N(CCCN3CCOCC3)C2c2ccccn2)c1C (stereo not given)	11.2	19.9	1.1	-39.0%	13.7%	-1.1%	i	-1.3%	1.8%	-8.0%
O=C1CCCCC1C(Nc1ccc(Br)cc1)c1ccccc1 (stereo not given)	65.4*	-3.1*	1	17.5%	10.2%	-15.0%	.	4.0%	9.5%	20.1%
CCOC(=O)N1CCC(NC(=O)c2csc3c2CCCC3)CC1	6.4	-3.4	1.1	2.2%	19.8%	-1.9%	i	-8.0%	2.5%	11.8%
CCN(CC)C(=O)C1CCCc2c1[nH]c1ccc(Cl)cc21 (stereo not given)	-58.9	10.2	1.1	9.8%	.	6.5%	i	0.0%	.	6.1%
S=c1[nH]nc(-c2ccc3c(c2)OCO3)n1-c1ccccc1	-13.3	-15.2	1	-3.8%	7.8%	0.6%	i	-3.0%	5.0%	5.5%
CCOc1ccc(NC(=O)CCCOc2cc(=O)n(C)c3ccccc23)cc1	-18.1	14.1	1.1	0.2%	-6.7%	-3.5%	i	-7.7%	7.7%	-1.6%
COCCn1c(SC(C)C(=O)Nc2ccc3c(c2)OCCO3)nc2ccccc2c1=O (stereo not given)	16.8	4.0	1.1	12.8%	0.8%	-2.4%	i	-6.0%	3.8%	14.2%
CC(C)=CC(=O)NCc1c(Cl)cccc1-n1cccc1	-15.4	-16.2	1	-6.7%	4.7%	-6.9%	i	-6.3%	3.5%	-10.5%
O=C(NC1CCCCC1)C(c1cccnc1)N(C(=O)CCl)c1ccc(F)cc1 (stereo not given)	0.7	19.0	1.1	-6.1%	-0.8%	-5.5%	i	-4.5%	-3.3%	-2.1%
COc1ccc2nc(SCC(=O)Nc3c(C)cc(C)cc3C)[nH]c2c1	8.9	-2.5	1.1	0.1%	3.6%	-0.9%	i	-4.3%	1.8%	0.8%
COc1cccc(S(=O)(=O)Nc2ccc(C(=O)N3CCOCC3)cc2)c1	-0.3	-21.9	1.1	0.7%	10.8%	-4.7%	i	-6.3%	-5.7%	-1.5%
Cc1onc(-c2c(Cl)cccc2Cl)c1C(=O)N/N=C(\N)COc1ccc(Cl)cc1	-24.4	7.3	1	12.8%	0.0%	-5.1%	i	1.4%	-17.0%	14.1%
CC1CCN(C(=O)COc2cccc3c2CCN(C)C3=O)CC1	-16.2	-24.1	1.1	-1.5%	0.6%	-5.5%	i	1.8%	-0.3%	-1.0%
Cc1cccc(NC(=O)C2CCN(c3nc(C)cc(C)n3)CC2)c1	-6.9	2.8	1.2	0.7%	35.1%	-0.2%	i	-6.3%	5.1%	-12.7%
CC1CN(c2ccc(S(=O)(=O)N3CCOCC3)cn2)CC(C)O1 (stereo not given)	-3.0	-13.4	0.9	-3.8%	-10.7%	-7.5%	i	-1.7%	10.9%	-13.3%
CCOc1ccccc1NC(=O)NCc1ccccc1	-0.9	3.5	1.1	-6.5%	-3.1%	-6.6%	i	4.1%	4.4%	-3.7%
CCOC(=O)N1CCN(C(=O)C2CCCN(S(C)(=O)=O)C2)CC1 (stereo not given)	7.8	16.4	0.9	8.2%	1.1%	-1.4%	i	-0.9%	-4.4%	-0.2%
CCOC(=O)N1CCN(c2c(NCc3ccc(F)cc3)c(=O)c2=O)CC1	.	.	.	.	9.1%	.	i	-0.5%	6.9%	.
Cc1ccc(C(=O)NC(C)c2ccc(F)cc2)cc1 (stereo not given)	9.5	6.2	1	8.7%	-11.8%	-3.6%	.	-7.6%	-2.7%	12.1%
O=C(Cn1c(Cc2ccccc2)nc2ccccc21)NCc1ccc2c(c1)OCO2	-8.5	1.2	1.1	-4.4%	6.5%	-1.3%	i	-3.7%	4.8%	2.0%
O=C(O)c1cccc(Cn2c(Cl)c(/C=N/NC(=O)c3ccccc3Cl)sc2=O)c1	18.8	13.9	1.1	13.1%	34.1µM*	-6.6%	.	-3.8%	8.2%	9.0%
C/C(CC(=O)NC(C)(C)C)=N\NC(=O)c1ccccc1N	2.2	-11.4	1.1	2.5%	-79.5%	-1.2%	i	-11.7%	-1.9%	-1.7%
